Screening results deposited in PubChem BioAssay by National Center for Advancing Translational Sciences (NCATS).
Pf growth 48h = inhibits P. falciparum growth in the first generation, 48 h; P. falciparum luciferase growth in erythrocytes, 48 h; Potency, µM (top dose mostly 28.7 µM), for inactives: top-dose activity change, negative = inhibition, hits mostly inhibitors; hit rate 5.9% among 310,000; AID 504832; note: potency is the fitted concentration of half-maximal effect; % is set by controls: 0 for no effect and ±100 for the full control effect
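Here the parasites carry a stable luciferase gene and grow inside erythrocytes in Albumax-based RPMI medium with compound for one erythrocytic cycle. Activity is scored as loss of luminescent signal.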
Giardia FBPA inh = Giardia lamblia aldolase inhibition | hit rate 0.71% among 290,000 | Potency, µM (series often up to 59.6 µM), without a hit: top-dose activity, negative = inhibition, usual class: inhibitors | A8B2U2 | purified Giardia FBPA | AID 2451; note: potency is the fitted concentration of half-maximal effect; % is set by controls: 0 for no effect and ±100 for the full control effect; nearly all actives have a fitted effect of over 55% in size
Target sequence (A8B2U2 whole entry, looked up): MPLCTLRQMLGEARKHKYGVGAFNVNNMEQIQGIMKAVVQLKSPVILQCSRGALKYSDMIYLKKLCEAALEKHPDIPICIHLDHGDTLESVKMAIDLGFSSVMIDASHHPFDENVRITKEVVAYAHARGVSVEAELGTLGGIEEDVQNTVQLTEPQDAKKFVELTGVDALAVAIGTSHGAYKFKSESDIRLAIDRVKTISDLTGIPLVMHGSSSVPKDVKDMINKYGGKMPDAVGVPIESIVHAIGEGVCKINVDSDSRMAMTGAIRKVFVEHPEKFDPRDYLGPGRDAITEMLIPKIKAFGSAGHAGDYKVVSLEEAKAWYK
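Giardia FBPA (40 nM reagent) was preincubated 10 min at RT with compound (up to 57.5 uM final), then substrate plus GAPDH/TPI/NAD/arsenate coupling system with diaphorase/resazurin was added; resorufin fluorescence (525/598 nm) was read after 20 min.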
HCV inhibitor = inhibitors of hepatitis C virus infection; Huh7.5.1 HCVcc-Cre infection, luciferase reporter, 44 h; hit rate 3.4% among 340,000; Potency, µM (series often up to 41.8 µM), inactives show at the top dose activity change, negative = inhibition, hits mostly inhibitors; note: potency is the fitted concentration of half-maximal effect; % is set by controls: 0 for no effect and ±100 for the full control effect
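Compounds are dispensed onto cells plated 4 h earlier at 1,000 per well, with HCVcc-Cre virus (about 0.5 moi) added next. Following 44 h of culture, luminescent signal is measured for 15 sec after 15 min with substrate at room temperature.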
Cycloheximide cs = counter-screen for Shiga toxin inhibitors: cycloheximide protein synthesis inhibition. max response, %. hit rate 12% among 300,000. AID 2314. cell reporter, cycloheximide protein synthesis inhibition counterscreen; in the data active = max response mostly above about 13%, no sharp cut-off; inactive = mostly below about 14%; note: read at 38.3 µM for the half of the compounds with a filed dose; 0% is about no effect
Pf growth 96h = P. falciparum growth inhibition at 96 hours | P. falciparum luciferase reporter growth, 96 h | Potency, µM (highest dose often 28.7 µM), inactives show at the top dose activity change, negative = inhibition, actives largely listed as inhibitors | hit rate 6.9% among 320,000 | AID 504834; note: potency is the fitted concentration of half-maximal effect; % is set by controls: 0 for no effect and ±100 for the full control effect
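P. falciparum expressing integrated firefly luciferase grown in erythrocytes (2% hematocrit, 0.05% parasitemia final) with compounds for 96 hours at 37 C, 5% CO2. Growth inhibition read as loss of luminescence after adding luciferase detection reagent.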
Shiga inhibitor = Shiga toxin inhibition | Vero cells, Shiga toxin protein synthesis inhibition reporter | inhibition, % at 38.7 µM | hit rate 9.2% among 290,000; in the data active = inhibition mostly above about 28%, no sharp cut-off; inactive = mostly below about 43%; note: 0% is about no effect
* marks the source's active call; other numbers are inactive results; i = inactive; ? = inconclusive; · = no result given; [ ] = remark or other dose. Unless noted, calls come from the whole dose curve; as a rule, active = well fitted curve in the direction sought with a large enough effect; inconclusive = small, poorly fitted or top-dose-only effect, or another doubt; inactive = no such curve, though single readings can be large; an effect the other way counts as inactive or inconclusive. Rows are unselected; overall some 24% were active at least once.

SMILES	Pf growth 48h	Giardia FBPA inh	HCV inhibitor	Cycloheximide cs	Pf growth 96h	Shiga inhibitor
C1CCCCCC(NCCN2CCNCC2)CCCCC1	?	-12%	1.3µM*	9	?	8
Brc1ccc(-c2csc(N3CCC(c4ccccc4)C3)n2)cc1 (stereo unspecified)	31%[activator]	1%	?	8	8.3µM*	-9
O=C(Nc1ccc(Br)cn1)c1ccc(Cl)s1	168%[activator]	5%	?	54*	252%[activator]	84*
Cc1cc(-c2ccccc2)nc2oc3c(c12)NC(=O)CN(c1ccccc1)C3=O	13%	3%	2%	1	-23%	14
CC(C)Cn1c2c(c(O)c(C(=O)Nc3nc4ccccc4s3)c1=O)CCCC2	24%	5%	?	-3	-5%	-1
CCc1[nH]nc2c1C(c1ccc(C)o1)C(C#N)=C(N)O2 (stereo unspecified)	29%	5%	?	-4	-2%	-5
Cc1cc2c(c(=O)o1)C1O[C@](c3ccsc3)(Cc3ccccc31)O2	1.9µM*	8%[12.9 µM]	·	-3	?	i
CC(C)CC(C(=O)N1CCOCC1)N1Cc2ccccc2C1=O (stereo unspecified)	459%[activator]	4%	25%	-2	-2%	-10
Cc1ccc(CNC(=O)CCn2cc(-c3ccc(C)cc3)nc2-c2ccncc2)cc1	?	15%	-8%	-2	9.3µM*	1
CCc1noc(C)c1C(=O)N1CCN(S(=O)(=O)c2ccc(C)cc2C)CC1	-20%	·	-9%	·	?	·
CC(C)Oc1ccc(S(=O)(=O)N2CCOCC2)cc1NC(=O)C1CSC2(C)CCC(=O)N12 (stereo unspecified)	9.3µM*	·	-21%	·	?	·
O=C(Nc1cccc2ccccc12)c1nn(C23CC4CC(CC(C4)C2)C3)cc1[N+](=O)[O-]	?	8%	?	-5	0.93µM*	-5
O=C(CSCc1ccccc1)Nc1cccc(C(=O)Nc2ccc(C(=O)O)cc2)c1	-2%	0%	4%	0	3%	-7
CC1(C)CC2(CCCN(C(=S)Nc3ccccc3)C2)CCO1 (stereo unspecified)	-10%	-2%	23%	6	-20%	71
COc1ccc(CNCc2ccncc2)cc1OC	?	?	9%	2	10µM*	-7
Cc1cc(NC(=O)CSc2cn(CCNC(=O)c3ccc(Cl)cc3)c3ccccc23)no1	-15%	24%	?	38*	-60%	13
COCCNC(=S)NNC(=O)c1ccco1	·	?	14%	2	-34%	-6
CC(C(=O)N1CCc2ccccc21)N1CCc2ccccc2C1 (stereo unspecified)	?	-29%	-26%	0	9.3µM*	11
O=C(NCc1ccco1)C1CCN(S(=O)(=O)N2CCOCC2)CC1	2%	6%	14%	-4	?	13
CC(C)Oc1cccc(-c2cc(C(=O)NC(=S)N(C)c3ccccc3C(=O)O)c3ccccc3n2)c1	4%	?	-2%	16	-3%	30
Cc1ccc2cccc(S(=O)(=O)N3CCN(c4cccc(Cl)c4)CC3)c2n1	?	0%	1%	-2	·	-10
Cc1ccc(-c2nc(C(=O)NCCCN(C)C)cc3c2[nH]c2ccccc23)cc1	6.6µM*	7%	11µM*	-9	9.3µM*	-3
O=C(Nc1ccc(Br)cc1)C1CCN(c2cnccn2)CC1	-5%	-13%	-7%	-1	13%	-12
CCOC(=O)CNC(=O)CSc1ncnc2c1cnn2-c1ccc(C)cc1	15%	-1%	17%	0	8.3µM*	-4
CC1CN(C(=O)N2c3ccccc3Sc3ccccc32)CC(C)O1 (stereo unspecified)	?	4%	?	3	-15%	-2
CCc1ccc(N2C(=O)c3cc(N4CCOCC4)c([N+](=O)[O-])cc3C2=O)cc1	4%	2%	2%	-3	7.4µM*	18
O=C(c1cc(-c2ccc(F)cc2)on1)N1CCOCC1	166%[activator]	8%	8%	27*	-12%	45
CCOc1ccc(Nc2oc(-c3ccccc3Cl)nc2C#N)cc1	10%	1%	0%	-2	·	-7
O=C(Nc1ccccc1)OCc1cnc(Cl)s1	17%	0%	-1%	12	5%	36
Cc1cccc(-c2ncc(S(=O)(=O)C(C)(C)C)c(N)n2)c1	160%[activator]	10%	-4%	11*	164%[activator]	30
CCOC(=O)C1(Cc2ccc(Cl)cc2)CCN(Cc2nccn2CC)CC1	?	4%	?	-3	-23%	-1
CCOC(=O)c1c(NC(=O)c2ccc(N3C(=O)[C@@H]4[C@H](C3=O)[C@H]3C=C[C@@H]4C3)cc2)sc2c1CC(C)CC2 (stereo partly specified)	-3%	7%	?	-3	55%[activator]	-6
COCc1ccc(-c2c(-c3cc(OC)cc(OC)c3)oc(=O)c3cc(OC)c(OC)cc23)cc1	?	·	?	·	?	·
CNC(=O)COC(=O)c1ccc2c(c1)S(=O)(=O)c1ccccc1C2=O	13%	1%	3%	4	-1%	-4
CCc1ccc(C(=O)/C=C/Nc2ccc(S(=O)(=O)Nc3onc(C)c3C)cc2)cc1	15%	15%	32%[activator]	50*	-7%	92*
CN(C(=O)CSc1nnnn1-c1ccccc1)C1CCCCC1	25%	2%	-8%	17*	1%[5.75 µM]	32
Cc1ccc(C(=O)CSc2nnnn2Cc2ccccc2)cc1C	55%[activator]	-3%	-5%	5	45%[activator]	-2
CCOc1cc(C#N)c(NC(=O)c2cccnc2Cl)cc1OCC	?	0%	-24%	-1	77%[activator]	-14
CCOC(=O)CSc1nnc(-c2ccccc2NC(=O)c2ccccc2)o1	46%[activator]	8%	15%	13	-3%[5.75 µM]	25
CCOc1nc(Nc2ccc([N+](=O)[O-])cc2)nc(NC(C)(C)C)n1	?	-9%	?	-2	89%[activator]	-12
Cn1c(-c2cccs2)nc2ccccc21	255%[activator]	-1%	18%	35*	-7%	125*
CC(CNC(=O)C1CCCCC1C(=O)O)c1ccccc1 (stereo unspecified)	-2%	8%	-1%	-5	·	-15
CCn1c(C(C)NC(=O)Cc2ccccc2)nc2ccccc21 (stereo unspecified)	-2%	1%	-3%	2	·	8
CCOc1ccccc1NC1=NC2CS(=O)(=O)CC2S1 (stereo unspecified)	13%	-9%	-1%	0	6%	-6
Cc1nn2c(=O)cc(CSCC(=O)Nc3ccccc3Cl)nc2s1	9%	·	17%	-11	12µM*	-10
CCc1ccc(OCc2nnc(SCC(=O)NCc3ccco3)o2)cc1	?	1%	9%	-3	8%[5.75 µM]	-6
COc1cccc(CN2CCNC(=O)C2CC(=O)N2CCOc3ccccc3C2)c1OC (stereo unspecified)	?	4%	7%	-4	52%[activator]	11
CCOc1ccc(OCCOC(=O)CN(C)S(=O)(=O)c2ccc(NC(C)=O)cc2)cc1	?	·	9%	·	32%[activator]	·
COC1CCN(C(=O)c2ccc(OC3CCN(Cc4ccccn4)CC3)cc2)CC1	-7%	1%	23%	-3	?	-3
CC(=O)c1cccc(NC(=O)C(C)OC(=O)c2cc(=O)[nH]c3ccccc23)c1 (stereo unspecified)	8%	·	0%	·	-2%	·
CCSc1ccccc1C(=O)N1CCN(c2ccc([N+](=O)[O-])cc2)CC1	-27%	8%	10µM*	-4	37%[activator]	5
CN1CCN(S(=O)(=O)c2cccc(C(=O)N3CCN(c4ccccc4F)CC3)c2)CC1	-25%	·	24%	·	-24%	·
Cc1ccccc1-c1nc(CS(=O)CC(=O)NC(C)CCc2ccccc2)c(C)o1 (stereo unspecified)	?	·	-4%	-8	?	-11
C/C(CCC(=O)O)=N/Nc1ccc([N+](=O)[O-])cc1[N+](=O)[O-]	17%	4%	35%[activator]	-3	37%[activator]	-17
O=C(Cn1nnc(-c2ccccc2F)n1)NCCc1ccccc1	·	3%	-17%	-5	?	-21
CN(C)c1ccc(NC(=O)c2ccc3nc[nH]c3c2)cc1	61%[activator]	4%	1%	51*	130%[activator]	138*
COc1ccc2cc([C@H](C)C(=O)N(C)Cc3ccccc3N3CCCC3)ccc2c1	?	-8%	10µM*	-1	3.7µM*	4
CN1CCN(c2ccccc2NC(=O)COc2ccc(Cl)cc2)CC1	-17%	·	3%	-5	0%	-14
O=S(=O)(Nc1ccccn1)c1ccc(Oc2ccccc2)cc1	-11%	7%	-1%	4	-15%	-3
O=C(c1ccc(Cl)c(S(=O)(=O)N2CCCCC2)c1)N1CCCCCC1	12%	·	-28%	-3	5%	-22
Additional compounds:
SMILES	Pf growth 48h	Giardia FBPA inh	HCV inhibitor	Cycloheximide cs	Pf growth 96h	Shiga inhibitor
C=CCn1c(-c2ccc(S(=O)(=O)N3CCOCC3)cc2)csc1=Nc1ccccc1	?	-18%	-3%	-2	12µM*	-8
COc1ccc(/C=C2/SC(=S)N(CCCC(=O)Nc3cccc(O)c3)C2=O)cc1	15µM*	1%	?	35*	?	45*
COc1ccccc1NC(=O)N(Cc1ccco1)Cc1cc2cc(C)cc(C)c2[nH]c1=O	?	3%	3.2µM*	-2	?	9
Cc1nc(SCC(=O)NC(C)(C#N)C2CC2)c2c(-c3cccs3)csc2n1 (stereo unspecified)	-16%	8%	10µM*	-2	?	-9
C(=N/N1CCN(c2ccccc2)CC1)/c1cccs1	102%[activator]	-2%	20%	37*	81%[activator]	94*
Cc1nn(Cc2ccc(Cl)cc2)c(=O)n1N(C)c1ncc(C(F)(F)F)cc1Cl	?	-3%	-8%	-3	·	-9
CSCCC(NC(=O)c1ccco1)C(=O)NC1CCCCCC1 (stereo unspecified)	12%	·	-4%[8.37 µM]	·	13%	·
Cc1cccc(C(=O)NNC(=O)c2n[nH]c(=O)c3ccccc23)c1C	43%[activator]	·	36%[activator]	·	36%[activator]	·
CCC(C)NC(=O)Cn1c(=O)n(CCCCCC(=O)Nc2ccccc2)c(=O)c2sccc21 (stereo unspecified)	?	3%	3%	8	31%[activator]	38
Cc1cc(C)c(NC(=O)CN2CCCCCC2)c(C)c1	50%[activator]	-2%	17%	34*	?	83*
Cc1cccc(NC(=O)CSc2ccc(-c3ccccn3)nn2)c1C	-7%	-8%	-10%	9	?	24
